# HSF1 inhib: HSF1 inhibition. activity change, negative = inhibition, % at 7.5 µM (by protocol). NIH3T3-HGL HSE-luciferase, MG132-induced, luminescence 8 h; hits give low values. actives 0.77% (n = 300,000). AID 2098;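 active means more than half of replicate wells show activity change below -50%, luminescence cut by over half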;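 further: luciferase reports HSF-1 transcriptional activity via heat shock element; 0% = median of DMSO wells and -100% = zero luminescence signal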
# GSK3 alpha inh: human GSK-3 alpha kinase inhibition. P49840. ADP-Glo luminescence, 60 min. inhibition, % at 10 µM. actives 0.1% (n = 320,000);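 in the data active means inhibition above about 50%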;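 further: GST-tagged GSK-3 alpha with peptide substrate and 25 µM ATP; 0% = DMSO neutral wells and 100% = GW8510 positive control wells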
# Target sequence (P49840 whole entry, looked up): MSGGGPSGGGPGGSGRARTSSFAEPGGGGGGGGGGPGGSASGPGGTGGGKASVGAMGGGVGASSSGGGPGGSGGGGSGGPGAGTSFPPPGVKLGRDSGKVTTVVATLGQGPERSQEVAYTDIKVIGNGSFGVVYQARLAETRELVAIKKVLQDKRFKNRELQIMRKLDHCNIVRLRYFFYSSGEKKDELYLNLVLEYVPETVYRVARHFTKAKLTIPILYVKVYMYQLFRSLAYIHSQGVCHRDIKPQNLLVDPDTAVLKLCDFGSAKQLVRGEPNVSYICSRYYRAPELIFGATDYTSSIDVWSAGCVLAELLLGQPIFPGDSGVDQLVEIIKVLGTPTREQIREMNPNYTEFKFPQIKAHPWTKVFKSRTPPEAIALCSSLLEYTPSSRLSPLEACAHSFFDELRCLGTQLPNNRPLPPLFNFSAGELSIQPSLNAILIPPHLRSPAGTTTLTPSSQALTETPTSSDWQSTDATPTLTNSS
# KLF5 inh: kruppel-like factor 5 inhibition. DLD-1 KLF5 promoter-luciferase reporter, luminescence. actives 0.23% (n = 290,000). AID 1700. inhibition, % at 5 µM;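 active means inhibition above a per-plate limit of that plate's mean compound inhibition plus 3 SD, cut at about 60% in these data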;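 further: 0% = DMSO wells and 100% = LY294002 at 200 µM; higher means less KLF5 promoter-driven luciferase light; inactives centre near -14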
# HSF1 activator: increases HSF-1 driven luciferase reporter signal; NIH3T3-HGL HSF-1 luciferase reporter, MG132, 8 h; 100% = twice DMSO control signal; activation, % at 9 µM; actives 1.7% (n = 300,000);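 active means mean replicate activation of at least 50% with a set share of replicates each reaching 50%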;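 further: 0% = median of the neutral control wells and 100% = twice that signal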
# PolyA inh: blocks polyadenylation in yeast reporter cells. S. cerevisiae SKY197-pL101 polyadenylation reporter, beta-gal luminescence; efflux-impaired pdr1/pdr3 knockout yeast; score 100 = 6 SD above DMSO. actives 0.02% (n = 300,000). AID 1875. calls only at 12 µM;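 active means lowest replicate activity score at least 50, where 100 means six control SD above control mean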;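 further: yeast exposed to compound for 9 h at 30 °C; higher score means more reporter readthrough which indicates perturbed polyadenylation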
# GSK3B inh: inhibitors of human GSK3beta kinase. actives 0.038% (n = 300,000). GST-GSK3beta kinase, ADP-Glo luminescence, 60 min; hits give low values. activity score (negative = inhibition), % at 10 µM. P49841;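 active means more than half of replicate wells score below -50%, meaning over 50% inhibition versus plate controls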;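 further: 0% = median DMSO wells and -100% = median GW8510 positive control wells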
# Target sequence (P49841 whole entry, looked up): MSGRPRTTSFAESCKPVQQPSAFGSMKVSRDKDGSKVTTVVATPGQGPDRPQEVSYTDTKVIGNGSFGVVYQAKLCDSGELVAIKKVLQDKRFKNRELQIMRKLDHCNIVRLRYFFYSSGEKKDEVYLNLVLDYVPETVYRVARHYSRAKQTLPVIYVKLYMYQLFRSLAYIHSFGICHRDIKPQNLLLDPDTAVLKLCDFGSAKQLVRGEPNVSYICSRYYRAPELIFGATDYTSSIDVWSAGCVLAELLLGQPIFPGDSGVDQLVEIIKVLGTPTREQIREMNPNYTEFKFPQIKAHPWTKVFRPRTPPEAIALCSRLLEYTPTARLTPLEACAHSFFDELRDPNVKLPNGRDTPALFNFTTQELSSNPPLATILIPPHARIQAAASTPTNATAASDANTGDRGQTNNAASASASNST
#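 Test system – GST-tagged human GSK3beta kinase, cell-free · Incubation – 60 min enzyme reaction, room temperature · Signal – ADP-Glo luminescence · Also added – peptide substrate and ATP at 25 µM · Controls – DMSO neutral wells and GW8510 at 20 µM as positive · Buffer or medium – Tris/MgCl2 kinase buffer · Measure – Luminescence-derived activity versus plate DMSO and GW8510 wells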
# HSP90 inh: inhibitors of HSP90 luciferase refolding in rabbit reticulocyte lysate; AID 1789; actives 0.91% (n = 290,000); inhibition, % at 5.6 µM; luciferase refolding luminescence, 3 h;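 active means inhibition above the screen-wide mean plus 3 SD, computed separately per campaign, cut at about 16% in these data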;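 further: 0% = DMSO wells and 100% = 60 µM geldanamycin wells; inhibitors lower the luminescence because luciferase stays unfolded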
# AI-2 QS modul: modulators of Vibrio harveyi AI-2 quorum sensing system. Vibrio harveyi JMH597 AI-2 luminescence/OD600 ratio, 9 h; hits give low values; strain lacks LuxN and CqsS sensors; 0 = neutral-control median. activity change, % at 7.5 µM. actives 0.4% (n = 300,000). AID 2094; in the data active means activity change below about -75%, passing the limit was not always enough;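 further: luminescence divided by OD600 gain over 9 h not by final OD600 alone; inactives centre near 13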
# IEC-6 tox: kills IEC-6 intestinal cells in KLF5 counter-screen; IEC-6 cytotoxicity, luminescence viability; inhibition, % at 5 µM; actives 0.78% (n = 290,000); AID 1825; in the data active means inhibition above about 22%;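 further: 0% = plate median of test compound wells and 100% = cytotoxic reference compound wells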
# aSyn UTR inh: 5' untranslated region of α-synuclein, MLPCN primary screen. alpha-synuclein 5'UTR reporter, inhibitor activity. inhibition, % (tested at 7.5 µM). actives 0.82% (n = 300,000). AID 1813; in the data active means inhibition above about 60%;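 further: H4 neuroglioblastoma cells stably carrying SNCA 5'UTR luciferase fusion; 0% = DMSO wells and 100% = positive control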
# * hit, by the source's call; i = inactive; . = no result given. Some of the compounds tested. The share of hits here may be higher or lower than overall.
SMILES,HSF1 inhib,GSK3 alpha inh,KLF5 inh,HSF1 activator,PolyA inh,GSK3B inh,HSP90 inh,AI-2 QS modul,IEC-6 tox,aSyn UTR inh
O=C(Nc1ccnn1C1CCN(CC2CC=CCC2)CC1)c1ccccc1 (stereo unspecified),-0.6,.,0.0,-2.7,i,-5.5,-0.8,29.0,1.3,-29.4
O=C(Nc1ccc(N2CCOCC2)cc1)c1ccccc1SCC(=O)N1CCCC1,1.6,-1.3,-10.0,20.8,i,3.3,-5.8,25.2,-5.8,1.0
CCCn1c(C)cc(=O)c2cc(NC(=O)c3cnccn3)ccc21,0.5,-0.9,0.6,22.4,i,-4.2,-2.0,8.6,-0.4,10.7
CCCC[n+]1ccn(-c2nc3ccccc3nc2[N-]S(=O)(=O)c2cccs2)c1,-5.3,-0.5,19.4,6.1,i,1.4,3.1,17.7,18.3,-10.8
COc1cccc(-c2nnc(SCC(=O)OC(C)C)n2Cc2ccco2)c1,6.4,0.8,7.4,14.9,i,4.8,2.0,9.6,3.2,-4.5
CSc1nnc(N2C(=O)C(O)=C(C(=O)c3ccco3)C2c2ccccc2F)s1 (stereo unspecified),-2.9,7.2,-77.8,18.7,i,-1.0,5.2,22.5,-4.3,14.5
OC1(c2cccnc2)CCN(Cc2nnnn2C2CCCCC2)CC1,-8.7,0.7,2.5,-7.0,i,1.1,0.4,8.8,-2.2,-4.7
CCSc1nnc(-c2ccc(S(=O)(=O)N3CCOCC3)cc2)n1C,-8.8,0.9,2.7,-23.2,i,2.2,3.6,-0.7,8.5,9.6
COc1cc2c(cc1OC)CC(=O)NC=C2,0.5,.,-21.6,-4.7,i,1.6,-1.1,26.5,2.7,35.8
COc1cccc(CN(C)Cc2nc(C3CC3)no2)c1,0.8,0.0,-13.8,31.9,i,-0.5,0.8,-7.1,1.7,2.9
CN(CC(=O)N1CCN(c2ncccn2)CC1)S(=O)(=O)c1ccc(Cl)cc1,-9.2,-3.1,-10.6,2.4,i,0.0,-4.7,25.2,-5.0,-1.4
CCc1ccc(NC(=O)COC(=O)/C(=C/c2ccccc2OC)c2ccccc2)cc1,3.1,0.5,-33.5,-1.4,i,0.6,8.8,10.5,-3.7,6.2
CCOc1ccccc1C1CC(=O)Nc2cc(OC)c(OC)cc21 (stereo unspecified),1.9,0.5,-31.8,-5.8,i,-2.8,1.2,16.3,1.8,14.7
Cc1cccc(OCC(=O)N/N=C\c2cc3c(cc2[N+](=O)[O-])OCO3)c1C,-0.6,-3.9,2.0,11.5,i,3.5,-2.7,12.9,-5.6,9.6
NC(=S)Nc1ccc2cc[nH]c2c1,-9.8,-1.6,-12.9,-10.0,i,-1.2,0.7,6.0,-0.8,19.3
COc1ccc(-c2nc3ccccn3c2/N=C/c2ccc(OC)c(OC)c2)cc1O,1.7,-0.3,-7.9,-7.2,i,2.6,-0.8,19.0,2.4,-4.4
CCCC(=O)c1cc2c(cc1NC(=O)c1cccs1)OCCO2,-2.6,-0.4,-9.7,-23.5,i,.,2.9,.,0.9,11.2
Cc1c(NC(=O)C(C)Sc2ccccc2)c(=O)n(-c2ccccc2)n1C (stereo unspecified),0.7,0.1,-13.8,-4.7,i,0.3,5.8,9.1,-5.3,-6.1
CC(=O)N/C(=N\OCc1ccc(Br)cc1)c1nonc1NC(C)=O,1.8,-1.7,-21.8,27.1,i,3.9,-4.8,20.4,-3.8,-3.2
Cc1cccc(NC(=O)CCn2ccnc2C)c1,-3.2,-4.3,-8.2,-15.4,i,3.1,-0.1,23.5,4.4,-31.9
Clc1ccc(/C=N/NC2=Nc3cccc4cccc2c34)cc1,10.5,.,-70.6,33.9,.,-1.0,0.5,-7.6,8.5,-190.6
O=C(C1CCN(C2CCN(Cc3ccsc3)CC2)CC1)N1CCOCC1,-5.6,0.3,-16.7,-16.9,i,-0.8,2.4,12.9,3.9,-6.3
Cc1cccc(/N=C/c2c(O)n(Cc3ccc4c(c3)OCO4)c(=O)c3ccccc23)n1,2.5,2.1,-11.4,35.1,i,4.1,0.8,18.9,2.0,25.0
CCc1c(C)nc2ncnn2c1Nc1ccc(C#N)c(Cl)c1,-0.2,4.3,-30.9,0.6,i,0.1,-3.8,18.5,0.8,-4.3
CC(Nc1nc(-c2ccncc2)nc2ccccc12)c1ccccc1 (stereo unspecified),4.2,-3.3,-38.5,-12.8,i,-2.6,1.2,8.2,-1.7,41.8
Cn1c(CN2CCN(C(=O)c3ccco3)CC2)nc2cc([N+](=O)[O-])ccc21,10.6,0.1,-30.2,-0.4,i,-1.3,2.1,6.4,9.0,-1.5
CC(=O)Nc1ccccc1P(=O)(c1ccccc1)c1ccccc1OC(C)=O (stereo unspecified),-6.8,-0.4,-16.9,4.3,i,-2.9,4.9,17.1,1.0,5.6
Cc1ccn(-c2cccc(-n3ccc(C)n3)n2)n1,9.4,-4.4,-96.8,-3.2,i,-1.7,-2.5,13.6,1.2,-93.0
COc1ccccc1-n1c(SCC(=O)O)nc2c(sc(=S)n2-c2ccccc2C)c1=O,-9.8,-2.2,-25.0,-2.9,i,2.5,2.1,20.4,-5.3,6.2
COc1ccc(CNC(=O)CN(c2cc(C)cc(C)c2)S(=O)(=O)c2c(C)[nH]c(=O)[nH]c2=O)cc1,-6.4,-1.9,-29.0,4.8,i,1.9,-0.2,4.2,3.0,-80.6
O=C(CN(c1ccccn1)S(=O)(=O)c1ccc(F)cc1)Nc1ccccc1,-7.1,-1.3,-21.4,2.1,i,-1.3,-0.8,33.0,-3.6,14.6
Cc1ccc(C)c(COC(=O)CCN=C2NS(=O)(=O)c3ccccc32)c1,2.3,-0.7,.,-6.8,i,0.5,.,23.7,.,1.1
O=C(Nc1ccccc1F)NC1CCCCCCC1,6.4,0.4,-158.0,30.1,i,-0.7,5.9,8.7,7.6,-114.7
CCc1ccc(/C=C(\C)C(=O)c2c(C)cc(C)[nH]c2=O)cc1,2.6,-5.3,-45.9,3.2,i,3.6,-1.9,26.4,-0.9,-11.3
NS(=O)(=O)c1cccc(NC(=O)c2cccc(-c3ccc(O)cc3)c2)c1,2.9,-2.7,-5.8,14.7,i,0.1,0.5,9.4,5.1,-1.6
NNC(=S)Nc1ccc(C(F)(F)F)cc1Cl,-7.2,-3.3,-13.5,-7.0,i,-4.7,-1.6,7.2,-4.9,-26.1
O=C(Cc1cccs1)N1CCN(c2nc(-c3ccc(Cl)cc3)cs2)CC1,6.7,-1.0,-13.4,5.0,i,0.9,-1.4,13.1,-2.7,-15.3
CC(C)Sc1nc2ccc(Br)cc2[nH]1,-8.4,-2.3,-91.6,11.5,i,0.5,-2.6,12.8,-8.0,-120.0
CCN1CCN(C(=O)NC(c2ccc(C)c(F)c2)C(Cl)Cl)CC1 (stereo unspecified),0.7,-1.8,-13.9,4.5,i,-0.7,2.5,12.0,-5.3,-2.4
O=C(/C=C/Nc1ccc([N+](=O)[O-])cc1)c1ccc(Br)cc1,16.9,-1.3,7.8,36.0,i,-5.8,0.4,24.6,-5.7,-74.5
C=CCN(CC=C)C(=O)Nc1cc(Cl)ccc1OC,-3.2,2.2,-20.7,-3.5,i,1.3,-1.2,16.6,-3.2,14.6
COCCN1CCN(Cc2cn(C)nc2-c2cccc(Cl)c2)CC1,-11.7,-3.1,-20.1,8.9,i,-0.3,-7.0,27.9,0.6,11.8
O=C(Nc1cccc(Cl)c1)N(CCN1CCOCC1)Cc1cccc(Cl)c1,-0.4,-1.8,-2.3,29.1,i,1.2,-1.8,-6.7,-2.3,2.9
CS(=O)(=O)n1nc(NCc2cccs2)nc1NCc1cccs1,-4.7,-1.5,-23.1,5.2,i,1.8,-1.4,9.4,-2.2,12.4
COc1ccccc1NC(=O)c1sc2ncn(Cc3cccc4ccccc34)c(=O)c2c1C,-0.1,-2.0,1.8,11.9,i,1.3,-4.5,27.6,-6.2,5.6
CC(C)(C)c1ccc(-c2noc(CCC(N)=O)n2)cc1,-28.5,-2.1,86.2*,-37.5,i,-0.5,1.9,-31.9,6.2,90.8*
CC1CCN(C(=O)Cn2c(=O)c3cccn3c3ccccc32)CC1,-2.2,0.3,-19.9,-9.4,i,-1.4,-3.7,6.8,5.3,21.2
CCOC(=O)c1c(C)[nH]c(N=Nc2cc(C(=O)O)cc(C(=O)O)c2)c1C,-9.0,0.3,-38.1,-13.9,i,-0.4,0.2,11.6,-12.4,-11.3

# Shown with values under each structure: 4 of the compounds above.
# Results follow in this order: HSF1 inhib, GSK3 alpha inh, KLF5 inh, HSF1 activator, PolyA inh, GSK3B inh, HSP90 inh, AI-2 QS modul, IEC-6 tox, aSyn UTR inh
COCCN1CCN(Cc2cn(C)nc2-c2cccc(Cl)c2)CC1
→ -11.7, -3.1, -20.1, 8.9, i, -0.3, -7.0, 27.9, 0.6, 11.8
COc1ccccc1NC(=O)c1sc2ncn(Cc3cccc4ccccc34)c(=O)c2c1C
→ -0.1, -2.0, 1.8, 11.9, i, 1.3, -4.5, 27.6, -6.2, 5.6
CC1CCN(C(=O)Cn2c(=O)c3cccn3c3ccccc32)CC1
→ -2.2, 0.3, -19.9, -9.4, i, -1.4, -3.7, 6.8, 5.3, 21.2
O=C(Cc1cccs1)N1CCN(c2nc(-c3ccc(Cl)cc3)cs2)CC1
→ 6.7, -1.0, -13.4, 5.0, i, 0.9, -1.4, 13.1, -2.7, -15.3

# Remaining list, next part.
SMILES,HSF1 inhib,GSK3 alpha inh,KLF5 inh,HSF1 activator,PolyA inh,GSK3B inh,HSP90 inh,AI-2 QS modul,IEC-6 tox,aSyn UTR inh
NC(=O)NC(=O)COC(=O)c1ccc(OC(F)F)cc1,1.0,-0.4,-7.1,5.5,i,1.6,-1.8,-2.7,0.9,16.9
COc1ccc(Oc2cc(C(F)(F)F)cnc2C(N)=O)cc1,2.7,-3.7,-21.2,-0.7,i,7.3,2.0,22.3,-3.3,2.6
C=CCC1=C/C(=C\c2c(N)n3nc(CC(=O)N4CCCC4)sc3nc2=O)C=C(OC)C1=O,-1.8,5.0,-6.2,-1.7,i,-2.4,2.8,17.3,3.8,5.8
CC1C=CC(C)C(C(=O)O)C1C(=O)O (stereo unspecified),-3.0,-2.3,-3.4,-2.1,i,0.9,1.9,23.2,6.7,3.3

# Structures from the list above that contain a CF3 group, in the order listed:
SMILES,HSF1 inhib,GSK3 alpha inh,KLF5 inh,HSF1 activator,PolyA inh,GSK3B inh,HSP90 inh,AI-2 QS modul,IEC-6 tox,aSyn UTR inh
NNC(=S)Nc1ccc(C(F)(F)F)cc1Cl,-7.2,-3.3,-13.5,-7.0,i,-4.7,-1.6,7.2,-4.9,-26.1
COc1ccc(Oc2cc(C(F)(F)F)cnc2C(N)=O)cc1,2.7,-3.7,-21.2,-0.7,i,7.3,2.0,22.3,-3.3,2.6

# Compound activity deposited in PubChem by several laboratories.
